Bioassay records as filed in PubChem BioAssay.
Mtb RmlCD inh: M. tuberculosis RmlC/RmlD coupled enzyme inhibitors, primary screen, biochemical, compound mixtures, 384-well, from 1536-well plates. hit rate 0.03% among 160,000. RmlC+RmlD coupled enzyme assay, percent inhibition; primary screen in compound mixtures. inhibition, % at 3.6 µM. AID 1533, 2009. dTDP-4-dehydrorhamnose reductase (Mycobacterium tuberculosis (strain ATCC 25618 / H37Rv)) …; in the data active means inhibition mostly above about 34%, no sharp cut-off; further: some results filed as inactive read as strong as hits
Target sequence (P9WH09 whole entry, looked up): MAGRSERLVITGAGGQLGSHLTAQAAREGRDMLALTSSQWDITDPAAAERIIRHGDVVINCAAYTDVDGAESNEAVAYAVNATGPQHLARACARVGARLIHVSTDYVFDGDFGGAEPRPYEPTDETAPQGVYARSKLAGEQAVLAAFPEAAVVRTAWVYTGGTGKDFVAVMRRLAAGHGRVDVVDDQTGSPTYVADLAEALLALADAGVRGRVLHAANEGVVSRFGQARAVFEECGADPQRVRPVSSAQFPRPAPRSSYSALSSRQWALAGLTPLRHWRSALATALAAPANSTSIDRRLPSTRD
Target sequence (P9WH11 whole entry, looked up): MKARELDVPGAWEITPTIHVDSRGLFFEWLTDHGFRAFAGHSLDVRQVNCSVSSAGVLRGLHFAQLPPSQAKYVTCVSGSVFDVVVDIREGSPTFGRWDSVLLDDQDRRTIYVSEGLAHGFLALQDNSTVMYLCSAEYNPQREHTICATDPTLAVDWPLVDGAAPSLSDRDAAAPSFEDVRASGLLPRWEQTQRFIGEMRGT
M. tuberculosis GlmU: inhibition of mycobacterial GlmU enzyme – biochemical, glucosamine-1-phosphate acetyltransferase (AID 1376); Bifunctional protein GlmU (Mycobacterium tuberculosis (strain ATCC 25618 / H37Rv)); M. tuberculosis GlmU acetyltransferase enzyme assay; higher % means a stronger effect; inhibition, %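 (tested at 30 µM in the primary screen)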, or IC50 in µM where a hit was titrated; hit rate 0.25% among 220,000; in the data active means inhibition above about 13%;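 further: 0% = complete reaction with vehicle and 100% = reaction without substrate; strong numbers were not always called active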
Numbers without * were called inactive; nt = no result given. Only part of the results is shown; rates above refer to the full screens.

SMILES	Mtb RmlCD inh	M. tuberculosis GlmU
Cc1[nH]c2ccccc2c1SCc1nnc(SCc2ccccc2)n1C	10	2.2%
CCN(CC)C(=O)C1CCCN(Cc2ccccc2)C1 (configuration not stated)	nt	-2.6%
CC(=O)c1cc2c(cc1NC(=O)c1ccco1)OCCO2	36	2.9%
O=C(c1ccc2c(c1)OCO2)N1CCN(c2ccccc2)CC1	10	-7.2%
COCCCn1c(=N)c(C(=O)NC2CCCCC2)cc2c(=O)n3ccccc3nc21	nt	1.6%
CC(=O)Nc1ccc(-c2nnc(SCC(=O)c3ccc4c(c3)Cc3ccccc3-4)n2C)cc1	5	3.9%
N=C1C(c2ccccc2)=C(O)CN1c1cccc(S(=O)(=O)NCc2ccco2)c1	4	-9.2%
CCNC(=O)NC(=O)COC(=O)CNC(=O)COc1ccccc1	6	-3.2%
CCCCN=C1CC(C)(C)CC(=O)/C1=C(/O)CCC	5	3.2%
O=C(CCc1ccc(S(=O)(=O)N2CCOCC2)cc1)N1CCc2ccccc2C1	-8	-2.7%
CC(=O)Oc1ccc(N2C(=O)C3C4C=CC(CO)(O4)C3C2=O)cc1 (configuration not stated)	nt	6.2%
N#CC1=C(N)SC(N)=C(C#N)C1C1CC=CCC1 (configuration not stated)	-2	6.8%
O=C(CSc1ccc2nnc(-c3ccncc3)n2n1)Nc1nccs1	-1	-0.8%
COC(CNC(=O)c1ccc2nc(-c3ccccc3)c(-c3ccccc3)nc2c1)OC	-15	2.4%
Cc1ccc(S(=O)(=O)c2c(N)n(/N=C/c3ccco3)c3nc4ccccc4nc23)cc1	4	-2.3%
O=C(c1ccc2c(c1)OCCO2)C1CCN(C(=O)c2ccc(F)c(F)c2)CC1	10	-5.9%
CN(C)C(=O)c1cn(N(C)c2ncc(C(F)(F)F)cc2Cl)c(=O)c2ccccc12	-6	-2.8%
Cc1ccc(-n2c(SCC(=O)Nc3cccc(S(=O)(=O)NC4=NCCCCC4)c3)nc3ccccc3c2=O)cc1	45	-0.3%
Cc1onc(-c2ccccc2Cl)c1C(=O)NC1CCS(=O)(=O)C1 (configuration not stated)	-2	-2.6%
CCCCCn1c(=S)[nH]c2cc(C(=O)N3CCCC3)ccc2c1=O	6	0.3%
O=C(Cc1nnc(NC(=O)Nc2ccccc2)s1)Nc1ccccc1	1	-9.2%
Cc1nc2nc(-c3ccco3)nn2c(C)c1Cl	20	0.9%
CCOc1ccc(C(=O)C(c2ccccc2)N2CCOCC2)cc1 (configuration not stated)	-7	0.6%
CCc1ccccc1NC(=O)CN(C)C(=O)CSc1nc2cc(Cl)ccc2s1	-10	-0.4%
Nc1ccc(Oc2ccc3nc(-c4ccccc4)c(-c4ccc([N+](=O)[O-])cc4)nc3c2)cc1	7	-11%
COc1ccc2nc(SC)c(C#N)cc2c1	nt	3.0%
COc1cnn(-c2ccccc2)c(=O)c1SCc1ccc(Cl)cc1Cl	nt	2.1%
COc1ccc(Cl)cc1NC(=O)CN1CCC(n2nnc3ccccc32)CC1	31	-0.2%
COc1cccc(-c2cn3nc(C)c(C)nc3n2)c1	-12	-2.7%
O=C(N/C(=C/c1ccco1)C(=O)N1CCCCCC1)c1cccs1	23	1.1%

Reprinted from the part before: two compounds; new compounds follow.
SMILES	Mtb RmlCD inh	M. tuberculosis GlmU
COc1cccc(-c2cn3nc(C)c(C)nc3n2)c1	-12	-2.7%
O=C(N/C(=C/c1ccco1)C(=O)N1CCCCCC1)c1cccs1	23	1.1%
Cc1nn(Cc2ccc(Cl)cc2Cl)c(Cl)c1/C=N/NC(=O)CNc1cccc(C(F)(F)F)c1	16	-2.2%
COc1cc(C)nc(N2CCCC(C(=O)Nc3cc(Cl)ccc3OC)C2)n1 (configuration not stated)	6	1.0%
COc1ccc(NC(=O)/C=C/c2ccccc2[N+](=O)[O-])c(OC)c1	-5	1.7%
Cc1cc(C(C)(C)C)ccc1OCCOCCN1CCCC1	-8	0.8%
COc1ccc(NC(=O)CN2CC(c3ccccc3)CC2=O)cc1OC (configuration not stated)	-9	1.0%
COc1ccc(NC(=S)NNC(=O)C2CC2c2ccc(C)cc2)cc1 (configuration not stated)	8	3.3%
C=CCn1c(Sc2nncn2C)nc2c1c(=O)[nH]c(=O)n2C	nt	0.2%
COc1ccccc1N1CCN(CCCNc2c(C)c(=O)n(C)c(=O)n2C)CC1	nt	2.3%
CC(C)CNC(=O)c1ccc(NC(=O)c2cccs2)cc1	-4	-0.3%
O=C(NCCN1CCOCC1)c1cc(S(=O)(=O)NCCCN2CCCC2=O)ccc1Cl	-6	-3.7%
CCn1cc(C(=O)Nc2cccc(C(=O)OC)c2)c(=O)c2ccc(C)nc21	nt	-0.5%
CN(C(=O)c1ccccc1OC1CCN(S(C)(=O)=O)CC1)C1CCOC1 (configuration not stated)	-10	3.3%
Cc1onc(-c2ccccc2)c1C(=O)NC(=S)NNC(=O)c1ccncc1	-9	-2.5%
CN(C(=O)CSC1=Nc2ccccc2C2=NC(c3ccccc3)C(=O)N12)C1CCCCC1 (configuration not stated)	15	-3.5%
O=c1cc(N2CCCCC2)c(-c2ccccc2)n[nH]1	nt	0.5%
CN1CCN(C(=O)CSc2ccc(Cl)cc2)CC1	-13	5.7%
O=C1CC(N2CCCc3ccccc32)C(=O)N1c1ccccc1Cl (configuration not stated)	nt	-0.2%
CCOc1ccccc1-c1nc(-c2cc3ccccc3nc2OC)no1	9	-1.0%
CC1CCCCN1c1nnc(NC(=O)Cn2c(=O)oc3ccccc32)s1 (configuration not stated)	nt	-1.6%
O=C(CCN1C(=O)c2ccccc2S1(=O)=O)Nc1ccccc1O	-5	4.2%
C/C(=N\O)C(C)(C)NC(=O)Nc1ccc(Cl)cc1	-16	-1.5%
COC(=O)C1=C(CSc2nc3c(cc2C#N)CN(C)CC3)OC(N)=C(C#N)C1c1ccccc1F (configuration not stated)	nt	-6.9%
CC(=O)N(CCCN(C)C)c1nc2ccc(C)cc2s1	9	-0.8%
CCOC(=O)c1sc(NS(=O)(=O)c2ccc(F)cc2)nc1C	6	-2.2%
Cc1ccn2c(C(=O)CSc3ccccc3Cl)c(C)nc2c1	-2	1.5%
CCC(=O)Oc1ccc2c(c1)O/C(=C\c1ccco1)C2=O	12	2.9%
O=C(O)Cn1nc(C(F)(F)F)c2c1CCC2	8	-1.5%
CCOc1ccc(-c2cnc(SCC(N)=O)nc2N)cc1	16	-6.7%
CCOCCn1cnc2sc(C(=O)NCC(=O)OCC)c(C)c2c1=O	nt	2.5%
Nn1c(SCC(=O)Nc2ccc(F)cc2F)nnc1C1CCCCC1	7	1.1%
O=c1cccccc1NCc1ccccc1	11	5.3%
Cc1cccc(N2CC34C=CC(O3)C(C(=O)O)C4C2=O)c1 (configuration not stated)	10	0.8%
CCc1ccc(C(=O)CSc2nc3cc(S(=O)(=O)N4CCOCC4)ccc3n2CC)cc1	11	-0.9%
Cc1cccc(C)c1OC(=O)CCN1C(=O)C2C3C=CC(C4CC34)C2C1=O (configuration not stated)	7	-1.6%
COC(=O)CN1C(=O)C2(C(C#N)=C(N)Oc3c2c(C)nn3-c2ccccc2)c2ccccc21 (configuration not stated)	-10	3.4%
COc1ccc(NS(=O)(=O)c2ccc(N3CCOCC3)c(NC(=O)c3ccco3)c2)cc1	-6	-0.4%
Cc1cc(C)c(-n2[nH]nnc2=S)c(C)c1	9	2.9%
CCOc1ccc(-c2nn3c(-c4ccccc4)nnc3s2)cc1	9	1.6%
S=C(NCC1CCCO1)n1nnc2ccccc21 (configuration not stated)	nt	1.0%
Cc1sc(NC(=O)c2ccco2)nc1-c1ccc2c(c1)CC(C)N2C(=O)C1CC1 (configuration not stated)	11	3.6%
O=C(NC1CCCCCC1)C1CCCN1S(=O)(=O)c1cccc2cccnc12 (configuration not stated)	7	0.8%
COc1cc(CCC(=O)OCc2nnc(-c3ccccc3)o2)cc(OC)c1OC	nt	0.9%
CC(=O)Nc1ccccc1C(=O)OCC(=O)c1cccc2ccccc12	nt	-0.8%
Cc1cc(Nc2ccccc2)n(CCO)n1	-4	-1.9%
O=C(c1cc2ccccc2o1)c1cccs1	nt	-3.4%

Overlap with the part before: three compounds, then new ones.
SMILES	Mtb RmlCD inh	M. tuberculosis GlmU
CC(=O)Nc1ccccc1C(=O)OCC(=O)c1cccc2ccccc12	nt	-0.8%
Cc1cc(Nc2ccccc2)n(CCO)n1	-4	-1.9%
O=C(c1cc2ccccc2o1)c1cccs1	nt	-3.4%
CC(Cc1ccccc1)NC(=O)NC(C)Cc1ccccc1 (configuration not stated)	-2	-1.7%
Cn1nnnc1SCC(=O)c1ccc2c(c1)OCCO2	-9	6.9%
CCCCCOC(=O)c1c(N)n(CCOC)c2nc3ccccc3nc12	17	3.6%
C=CCn1c(=O)c(C(=O)OCC)c(O)c2ccccc21	5	-5.8%
CCC1CCCCN1CCCNC(=O)CC1Oc2ccccc2NC1=O (configuration not stated)	nt	7.3%
C#CCNC(=O)C1=C[C@@H](C)[C@H](CCCO)[C@@H](OCC)O1	nt	-1.1%
O=P(c1ccccc1)(c1ccccc1)N(c1ccccc1)c1ccccc1	-1	-1.9%
CN1C(=O)c2ccc(NC(=O)c3cccc(N4C(=O)CCC4=O)c3)cc2C1=O	nt	-4.1%
O=C(CN1C(=O)C2C3CCC(C3)C2C1=O)NCc1ccco1 (configuration not stated)	-5	6.0%
c1ccc(-c2oc3ncnc(NCCN4CCOCC4)c3c2-c2ccccc2)cc1	17	3.3%
Cc1cc(O)c(NC(=O)c2ccc(C)c([N+](=O)[O-])c2)cc1C	-16	-12%
COc1ccccc1-n1nnnc1SCC(=O)NC1CCCC1	11	-0.3%
COc1cc(NC(=O)N2CCOCC2)cc(OC)c1	nt	-0.5%
CC(CCc1ccccc1)NC(=O)CSc1nc(N)cc(N)n1 (configuration not stated)	nt	-4.6%
O=[N+]([O-])c1cccc(-c2nnc(C3CC3)o2)c1	1	nt
CCN1CCc2c(OCC(=O)N3CCCc4ccccc43)cccc2C1=O	nt	1.8%
Cc1ccc(C)c(NS(=O)(=O)c2cc(C(=O)NCCC3=CCCCC3)ccc2C)c1	-10	-7.2%
CCOC(=O)C1CCN(Cc2ccc(OC)cc2OC)CC1	nt	1.9%
O=C(NC1CCCCCC1)c1ccc(OCC2CCCO2)cc1 (configuration not stated)	nt	-3.6%
CCOC(=O)c1ccc(S(=O)(=O)NCCN2CCOCC2)cc1	0	-3.7%
Cc1cc(C)nc(N2CCCC(C(=O)Nc3nnc(C)s3)C2)n1 (configuration not stated)	-4	-1.8%
Cc1ccc(-n2c(O)c(C=NC3CCS(=O)(=O)C3)c3ccccc3c2=O)cc1C (configuration not stated)	-10	-1.8%
CC(C)c1ccc(/C=C/C(=O)Nc2nncs2)cc1	nt	-2.6%
O=[N+]([O-])c1ccc(N2CCN(S(=O)(=O)c3ccccc3[N+](=O)[O-])CC2)cc1N1CCc2ccccc2C1	14	-9.0%
CCOC(=O)c1sc(=NC(=O)c2ccc(C)cc2)n(C)c1C	-2	7.9%
CCN1CCc2c(sc(NC(=O)Nc3ccc(Cl)c(Cl)c3)c2C(N)=O)C1	5	5.5%
OC[C@@H](O)C1OC2NC(=S)OC2C1O (some centres not stated)	7	-1.9%
Clc1cc(Cl)cc(C2=NC(Cc3ccccc3)CO2)c1 (configuration not stated)	nt	2.9%
CC(=O)Nc1ccc(S(=O)(=O)N2CCC(=O)Nc3ccccc32)cc1	nt	-5.1%
CS(=O)(=O)N(CC(=O)Nc1ccccc1C(=O)N1CCCC1)c1cccc([N+](=O)[O-])c1	-10	-4.4%

Single records (already shown). Order of screens: Mtb RmlCD inh | M. tuberculosis GlmU
C=CCn1c(Sc2nncn2C)nc2c1c(=O)[nH]c(=O)n2C is listed with nt | 0.2%
COc1ccc2nc(SC)c(C#N)cc2c1 is listed with nt | 3.0%
N=C1C(c2ccccc2)=C(O)CN1c1cccc(S(=O)(=O)NCc2ccco2)c1 is listed with 4 | -9.2%
COc1cc(NC(=O)N2CCOCC2)cc(OC)c1 is listed with nt | -0.5%

Next section
SMILES	Mtb RmlCD inh	M. tuberculosis GlmU
CNC(=O)CSCCn1c(SCC(=O)NC)nc2ccccc2c1=O	nt	1.6%
COc1ccc(N2CCN(C(=O)CSc3nnc4c(C)cc5ccc(C)c(C)c5n34)CC2)cc1	14	-5.4%
Cn1cc(Br)c(C(=O)Nc2ncc(Br)s2)n1	18	-5.7%
CC(c1ccccc1)C1CC(=O)N(Cc2ccco2)C1=O (configuration not stated)	nt	6.4%
COc1ccc(NC(=O)N2CCC(CO)(CC3CCCCO3)CC2)c(OC)c1 (configuration not stated)	23	2.8%
CCN(CC)S(=O)(=O)c1ccc(N2CCOCC2)c(NCC(=O)Nc2ccc(F)cc2)c1	-6	-2.6%
Cc1cc2ncn(CCC(=O)NC3CCCC3)c2cc1C	1	-0.3%
Cc1nnc(SCC(=O)N2CCN(Cc3ccccc3)CC2)s1	-11	-2.6%

An excerpt of these results, with values under each structure.
Each structure is followed by: Mtb RmlCD inh | M. tuberculosis GlmU
> Cc1nnc(SCC(=O)N2CCN(Cc3ccccc3)CC2)s1
    -11 | -2.6%
> Cn1cc(Br)c(C(=O)Nc2ncc(Br)s2)n1
    18 | -5.7%
> CCN(CC)S(=O)(=O)c1ccc(N2CCOCC2)c(NCC(=O)Nc2ccc(F)cc2)c1
    -6 | -2.6%
> Cc1cc2ncn(CCC(=O)NC3CCCC3)c2cc1C
    1 | -0.3%
> CC(c1ccccc1)C1CC(=O)N(Cc2ccco2)C1=O (configuration not stated)
    nt | 6.4%
